Screening results deposited in PubChem by several laboratories.
aSyn UTR inh = MLPCN primary screen, SNCA 5' untranslated region | actives 0.82% (n = 300,000) | AID 1813 | inhibition, % (tested at 7.5 µM) | alpha-synuclein 5'UTR reporter, inhibitor activity; in the data active = inhibition above about 60%;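 also: H4 neuroglioblastoma cells stably carrying SNCA 5'UTR luciferase fusion; 0% = DMSO wells and 100% = positive control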
SKKanGAS inh = SKKanGAS growth inhibition. S. pyogenes SKKanGAS, kanamycin growth, BacTiter-Glo, 6 h. actives 1.3% (n = 300,000). inhibition, % at 7.5 µM. AID 1662;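 active = mean replicate score, as percent of positive control median, at least 50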;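 also: strain carries kanamycin resistance gene driven by streptokinase promoter and grows in 40 µg/ml kanamycin; loss of luminescence reflects streptokinase promoter inhibition or plain growth inhibition; 0% = median of DMSO wells and 100% = positive control at its reference dose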
TRPC6 inhibitor = blocks the mouse TRPC6 cation channel; actives 1.1% (n = 310,000); Q61143; HEK293-TRPC6, membrane potential dye, ACh-evoked depolarization; active compounds read low; B-score at 10 µM;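 active = B-score under library mean minus 3 SD, initial fluorescence not abnormally high, positive integrated signal ratio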;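 also: B-score derived from integrated fluorescence ratio over the kinetic read; more negative B-score means stronger inhibition of depolarization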
TRPC4 inh = inhibitors of mouse TRPC4 channel; Q9QUQ5; HEK293 TRPC4beta/mu-opioid, DAMGO-evoked Fluo4 calcium flux; active compounds read low; B-score at 10 µM; actives 0.39% (n = 300,000); AID 2247;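 active = B-score over 3 SD under the library average, no early fluorescence shift, positive overall ratio signal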
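Test system – stable TRPC4beta/mu-opioid receptor HEK293 cells · Probe or stimulus – DAMGO, a submaximal dose followed by a maximal one · Dosing – one concentration per compound · Signal – Fluo4 calcium fluorescence by kinetic imaging, 5 s 1 Hz baseline · Evaluation – per-well B score of integrated baseline-normalized Fluo4 ratio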
TRPC4 PAM = allosteric potentiators of mouse TRPC4 channel; B-score at 10 µM; actives 0.42% (n = 310,000); Q9QUQ5; AID 2227; HEK293 TRPC4beta/mu-opioid, DAMGO EC20, Fluo-4 Ca2+ flux; active compounds read high;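 active = B-score of calcium response area above 5 SD of library B-scores, with initial fluorescence ratio within 5 SD of library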;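 also: B-score of integrated fluorescence ratio over time as area under calcium response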
KLF5 inhibitor = kruppel-like factor 5 inhibition | DLD-1 KLF5 promoter-luciferase reporter, luminescence | inhibition, % at 5 µM | actives 0.23% (n = 290,000);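 active = inhibition above a per-plate limit of that plate's mean compound inhibition plus 3 SD, cut at about 60% in these data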;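 also: 0% = DMSO wells and 100% = LY294002 at 200 µM; higher means less KLF5 promoter-driven luciferase light; inactives centre near -14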
TRPC6 activator = mouse TRPC6 channel activation; Q61143; HEK293-TRPC6 membrane potential dye fluorescence; active compounds read high; B-score at 10 µM; actives 0.13% (n = 310,000);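 active = B-score of the integrated fluorescence ratio above library mean plus 3 SD, and starting fluorescence ratio within library mean plus 5 SD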;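 also: higher score means more depolarization so channel activation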
MrgX1 antag = antagonists of human MrgX1 receptor | B-score at 10 µM | MRGX1-HEK293 calcium flux, Fluo-4, BAM8-22 antagonism; active compounds read low | Q96LB2 | actives 1.3% (n = 310,000);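 active = calcium-response B-score plate-corrected more than 3 library SD below zero, starting fluorescence within 5 deviations, no agonist response on first addition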;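 also: peak minus trough fluorescence over baseline after final BAM8-22 challenge near maximal dose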
Target sequence (Q96LB2 whole entry, looked up): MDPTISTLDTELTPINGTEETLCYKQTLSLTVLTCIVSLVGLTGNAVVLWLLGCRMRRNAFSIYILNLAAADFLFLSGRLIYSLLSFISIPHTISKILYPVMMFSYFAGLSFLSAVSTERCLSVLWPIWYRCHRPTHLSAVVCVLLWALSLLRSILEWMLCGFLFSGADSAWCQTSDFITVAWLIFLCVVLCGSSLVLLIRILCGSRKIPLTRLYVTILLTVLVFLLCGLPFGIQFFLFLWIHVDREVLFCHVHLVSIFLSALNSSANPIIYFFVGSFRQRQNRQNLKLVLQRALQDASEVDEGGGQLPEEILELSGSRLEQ
HIF act = HIF pathway transcriptional activation | U2OS HRE-luciferase reporter, luminescence; normalized: DMSO 0%, desferrioxamine 100% | activation, % at 7.5 µM (by protocol) | actives 0.32% (n = 300,000);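 active = mean activation of at least 10% of the iron chelator positive control signal, with at least half of replicates also reaching 10%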
IEC-6 tox = IEC-6 cytotoxicity, counter-screen for KLF5 inhibitors; luminescence viability; inhibition, % at 5 µM; actives 0.78% (n = 290,000); AID 1825; in the data active = inhibition above about 22%;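 also: 0% = plate median of test compound wells and 100% = cytotoxic reference compound wells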
TRPC4 act = TRPC4 (mouse) channel activation. actives 0.49% (n = 310,000). B-score at 10 µM. HEK293 TRPC4beta/mu-opioid, Fluo4 calcium fluorescence; active compounds read high. AID 2237;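 active = B-score above 5 SD of library B-scores, and initial fluorescence ratio not above library mean plus 5 SD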;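 also: positive B-score marks a calcium rise read as TRPC4 activation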
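Assay system: HEK293 cells stably co-expressing mouse TRPC4beta and mu-opioid receptor / Timing: Fluo4 dye loading 45 min at room temperature, 110 s recording / Signal: Fluo4 calcium-sensitive dye fluorescence, kinetic, 1 Hz baseline / Read-out: integrated baseline-normalised fluorescence ratio, converted to per-well B score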
The depositor's hits bear a star; i = inactive; · = not tested or not shown.

SMILES,aSyn UTR inh,SKKanGAS inh,TRPC6 inhibitor,TRPC4 inh,TRPC4 PAM,KLF5 inhibitor,TRPC6 activator,MrgX1 antag,HIF act,IEC-6 tox,TRPC4 act
CC(=O)Nc1ccc(S(=O)(=O)NCCC(=O)OCc2csc(CC(=O)Nc3ccccc3C)n2)cc1,-6,-5,i,i,i,·,i,-4.5*,-0.7,·,i
CN1CCN(C(=O)C2=C[C@@H](c3ccc(Br)cc3)C[C@@H](OCc3ccc(CO)cc3)O2)CC1,-2,1,i,i,i,-21,i,i,1.1,1,i
Cc1cc(NC(=O)CCS(=O)(=O)c2ccc3c(c2)NC(=O)C(C)S3)ccc1Br (stereo unspecified),4,-3,i,i,i,-12,i,i,0.0,-6,i
COc1ccc(-c2csc(NC(=O)c3ccc(OCC(=O)N4CCOCC4)c(OC)c3)n2)cc1,-45,11,i,i,i,0,i,-5.1*,-0.3,2,i
COc1ccc(N(C)S(=O)(=O)c2ccc3c(c2)CCC(=O)N3)cc1,-16,3,i,i,i,3,i,i,-0.2,4,i
CCOC(=O)/C=C1\SCC(=O)N1CC(=O)NC(C)c1ccc(F)cc1 (stereo unspecified),2,6,i,i,i,-17,i,i,0.1,2,i
O=C(CSc1ncc(-c2ccccc2)n1C1CCCC1)N1CCc2ccccc21,-19,2,i,i,i,13,i,i,0.6,8,i
Cc1cccc(-c2nc(CN3CCCC(C(=O)NC4CCC(C)CC4)C3)c(C)o2)c1 (stereo unspecified),3,-1,-6.5*,i,i,-13,i,i,0.1,3,i
O=C(c1cc(COc2ccc(F)c(F)c2)on1)N1CCN(C2CCCCC2)C(=O)C1,14,2,i,i,i,-19,i,i,0.5,-10,i
C(=C\c1ccccc1)/CSc1nnc(-c2ccccc2)n1Cc1ccco1,14,1,i,i,i,6,i,i,0.0,34*,i
CCN(c1ccccc1)c1ncnc2c1cnn2-c1ccccc1,-150,3,i,i,i,-73,i,i,3.0,0,i
CN(C)C(CNc1nnnn1-c1ccccc1)c1ccco1 (stereo unspecified),-2,10,i,i,i,4,i,i,-0.2,0,i
COc1cc(-c2nc3n(c(=O)c2C#N)CCS3)cc(OC)c1OC,-2,3,i,i,i,-12,i,i,-1.3,-4,i
O=C(c1cccs1)N1CCC(c2nc(-c3ccc(S(=O)(=O)N4CCOCC4)cc3)no2)CC1,-16,0,i,i,i,-15,i,i,-0.1,1,i
COC(=O)/C(=C\Nc1ccc(Cl)cc1Cl)NC(=O)c1ccc(OC)cc1,-48,4,i,i,i,-7,i,i,0.6,11,i
COc1ccccc1NC(=O)c1sc2ncn(Cc3ccc(C)cc3)c(=O)c2c1C,-6,10,i,i,i,-5,i,i,-0.1,-2,i
COc1cccc2sc3ccc(NCc4ccc5c(c4)OCO5)cc3c(=O)c12,-63,25,i,i,i,-31,i,i,1.7,2,i
COc1ccc(Nc2nccc(-c3ccc(C#N)cc3)n2)cc1,-20,-4,i,i,i,-30,i,i,0.6,-26,i
COc1ccccc1Nc1nn2c(=O)c3ccc(C(=O)NCc4cccnc4)cc3nc2s1,19,3,i,i,i,-1,i,i,-0.5,0,i
O=C(Nc1cccc(Cl)c1)N(Cc1nc2ccccc2c(=O)[nH]1)Cc1cccs1,11,10,i,i,i,28,i,i,-0.2,10,i
Cn1c(C(=O)NCC2CCCO2)cc2c(=O)[nH]c3ccccc3c21 (stereo unspecified),-27,-3,i,i,i,-26,i,i,-0.1,-6,i
COc1ccc(S(=O)(=O)NC2(C(F)(F)F)NC(=O)N(CCc3ccc(OC)c(OC)c3)C2=O)cc1 (stereo unspecified),-5,1,i,i,i,-8,i,i,-0.3,2,i
Cc1ccccc1-c1nnc(SCCC(=O)N2CCOCC2)o1,-34,4,i,i,i,-58,i,i,0.2,-5,i
CN1c2ccsc2C(O)=C(C(=S)Nc2ccc(F)c(Cl)c2)S1(=O)=O,-27,29,i,i,i,6,i,i,0.8,4,i
O=S(=O)(c1ccccc1)N1CCN=C1SCc1cccc(Cl)c1,13,0,i,i,i,2,i,i,0.2,3,i
CCCCN(C)CCCNC(=O)CS(=O)Cc1nc(-c2ccc(OC)c(OC)c2)oc1C (stereo unspecified),-4,9,i,i,i,-20,i,i,-0.4,2,i
CC(C)Cn1c(SCC(=O)c2ccc(Cl)s2)nnc1-c1ccco1,10,8,i,i,i,2,i,i,0.3,2,i
CC(=O)c1c(C)[nH]c(C(=O)Nc2cccc(S(=O)(=O)N(C)c3ccccc3)c2)c1C,9,20,i,i,i,7,i,i,-0.3,14,i
O=C(CSCc1ccc(Cl)cc1)Nc1ccc(O)cc1C(=O)O,3,-4,i,i,i,-37,i,i,0.7,-3,i
O=C(Cc1ccccc1)Nn1c(-c2ccccc2F)nc2ccccc2c1=O,20,6,i,i,i,9,i,i,0.2,3,i
N#Cc1nc(-c2ccccc2)oc1NCC1CCCO1 (stereo unspecified),-27,1,i,i,i,11,i,i,0.1,6,i
O=C1NCCN/C1=C\C(=O)c1cccc(Br)c1,-62,-2,i,i,i,-43,i,i,1.3,0,i
CCN(C(=S)NC(=O)Cc1ccc(OC)cc1)c1ccccc1,7,2,i,i,i,·,i,i,-0.2,·,i
CN(C(=O)COC(=O)c1nc(-c2ccccc2)n(-c2ccccc2)n1)C1CCS(=O)(=O)C1 (stereo unspecified),13,5,i,i,i,-16,i,i,0.6,2,i
COc1c2ccoc2nc2c(OC)c(OCC(OC(C)=O)C(C)(C)O)ccc12 (stereo unspecified),5,1,i,i,i,-46,i,i,0.3,9,i
COc1ccc(OC)c(NC(=O)Nc2cccc3ccccc23)c1,23,-2,i,i,i,-31,i,-4.6*,-0.3,-2,i
Nc1[nH]c(N=NC(=O)c2ccc(F)cc2)c2ccccc12,-147,-2,i,i,i,-55,i,i,1.3,12,i
COc1ccc(NC(=O)/C(=C\c2ccc(OC)c(OC)c2)NC(=O)c2ccco2)cc1,26,11,i,i,i,-23,i,i,0.3,2,i
Cc1onc(-c2ccccc2)c1C(=O)OCCOc1ccc([N+](=O)[O-])cc1[N+](=O)[O-],-11,15,i,i,i,15,i,i,1.1,3,i
CCOc1cc(-c2c(C)c(CC)nc(N)c2C#N)ccc1O,21,-2,i,i,i,-11,i,i,0.3,1,i
COc1ccc2cc(C(=O)N(C)Cc3ccccc3)[nH]c2c1,-86,1,i,i,i,-68,i,i,-12,7,i
O=C(Nc1nccs1)c1ccc(S(=O)(=O)NCc2cccs2)cc1,-26,11,i,i,i,-18,i,i,0.7,0,i
O=S(=O)([O-])CCC[n+]1ccc(Oc2ccccc2)cc1,16,1,i,i,i,-5,i,i,0.3,3,i
CCOc1ccc(C(=O)NCC(=O)NCCOc2ccc(C)cc2)cc1,5,30,i,i,i,-8,i,i,-0.4,4,i
COC(=O)c1c(-c2cccc3ccccc23)csc1NC(=O)Cc1ccc(OC)c(OC)c1,27,-7,i,i,i,-19,i,i,0.5,-3,i
Oc1ccc(-c2nccc(-c3ccc(Br)cc3)n2)cc1,-43,16,i,i,i,-66,i,i,1.0,2,i
O=C(NC1CCCCC1)c1ccc(CS(=O)(=O)Cc2ccccc2F)o1,-28,-2,i,i,i,-15,i,i,0.5,-3,i
O=C1N=NC(=O)N1c1ccccc1,-39,-2,i,i,i,-55,i,i,0.4,-1,i
CN(Cc1ccccc1)C(=O)C1CCN(S(=O)(=O)c2ccc3nc4c(c(C(=O)O)c3c2)CCCC4)CC1,0,4,i,i,i,-9,i,i,-0.5,-11,i
CC(C(=O)Nc1cccc([N+](=O)[O-])c1)N1CCN(C/C=C/c2ccccc2)CC1 (stereo unspecified),33,-2,i,i,i,0,i,i,-0.2,0,i
O=C(/C=C/c1ccc(F)cc1)NC(=S)N1CCOCC1,-16,-2,i,i,i,-24,i,i,0.0,-2,i
CC1CCN(C(=O)c2ccccc2NC(=O)Cc2ccccc2)CC1,-52,-4,i,i,i,-25,i,i,0.5,-6,i
CCOC(=O)c1snc(-c2ccc(F)cc2)c1N,-130,-8,i,i,i,-48,i,i,2.3,2,i
CC(=O)Oc1ccc(Cn2cnc3cc4ccccc4cc32)cc1,1,-21,i,i,i,-50,i,i,-0.5,-1,i
COc1ccc(C2c3[nH]c4ccccc4c3C[C@H]3C(=O)N(c4ccccc4C(=O)N4CCC(C(=O)O)CC4)C(=O)N23)cc1 (stereo partly specified),21,4,i,i,i,-16,i,i,0.3,2,i
CC(=O)c1ccc(N(C(=O)CS(=O)CC(=O)Nc2ccc(F)cc2)C(C(=O)NC2CCCCC2)c2cccs2)cc1 (stereo unspecified),-14,0,i,i,i,-13,i,i,1.0,-2,i
O=c1oc2ccccc2c(O)c1Cc1cc(Cl)c2cccnc2c1O,-7,84*,i,i,i,1,i,i,0.2,0,i
CC(C)(CNC(=O)CC1C(=O)NCCN1Cc1cccc(F)c1)N1CCOCC1 (stereo unspecified),-5,3,i,i,i,-3,i,i,-0.4,6,i
O=C(CSc1nnc(SCc2ccc(Cl)cc2)s1)N/N=C/c1c(Cl)cccc1Cl,-69,-6,i,i,i,-13,i,i,1.7,5,i
COc1cc2c(cc1NC(=O)Nc1ccc(F)cc1)oc1ccccc12,-95,6,i,i,i,4,i,i,0.3,0,i

(list continues)
SMILES,aSyn UTR inh,SKKanGAS inh,TRPC6 inhibitor,TRPC4 inh,TRPC4 PAM,KLF5 inhibitor,TRPC6 activator,MrgX1 antag,HIF act,IEC-6 tox,TRPC4 act
CC(=O)c1cn(CC(=O)Nc2ccccc2C)c2ccccc12,3,0,i,i,i,-17,i,i,0.5,-6,i
COc1ccc(S(=O)(=O)N2CCOCC2)cc1NC(=O)CSc1nnc2ccccn12,-22,-8,i,i,i,-25,i,i,-0.1,0,i
CCOc1cccc(-c2cc(C(=O)Nc3ccon3)c3ccccc3n2)c1,19,4,i,i,i,-3,i,i,-0.2,6,i
CS(=O)(=O)N1CCC(Oc2cccc(C(=O)NCCCOc3cccnc3)c2)CC1,8,-5,i,i,i,-11,i,i,0.1,1,i
